# Source: PubChem (several laboratories)
# bCat nuc transl: modulators of beta-catenin nuclear translocation; HeLa beta-catenin nuclear translocation, immunofluorescence imaging; nuclear translocation activity, % at 5 µM; hit rate 0.3% among 190,000;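 active means nuclear translocation activity above 50% at 5 µM, with a well cell count of 50 or more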;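 further: per-cell ratio of nuclear to cytoplasmic median beta-catenin stain intensity; plate controls were DMSO negative control for no effect and GSK-3 inhibitor IX positive control for full effect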
#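 Assay system: human HeLa cells, native beta-catenin; doses: 5 µM primary, 0.02–20 µM confirmation; incubation: compound treatment 24 h, 37°C, 5% CO2; technique: fluorescence imaging of beta-catenin antibody stain plus DAPI; measure: % activation, nuclear-to-cytoplasmic median beta-catenin signal ratio per cell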
# Lipid droplet: hepatic lipid droplet formation modulation. AML12 mouse hepatocytes, oleate lipid droplets, BODIPY imaging. inhibition, % at 6.5 µM. hit rate 0.4% among 240,000. AID 1656;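 active means lipid droplet intensity inhibited by at least 50%, with more than 500 cells counted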
#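 Material – AML12 mouse liver cells · Also added – oleate loading, 100 µM · Compound dosing – 6.5 µM single-point dosing · Times – overnight treatment with compound plus oleate · Measured by – fluorescence imaging, 20x objective, two fields per well · Read-out – percent inhibition of filter-corrected integrated lipid droplet intensity per well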
# T cell HTS: T cell immune modulators affecting CD8 T cell-vesicle binding | 2C CD8+ T cell-vesicle binding, flow cytometry; stronger effect = lower value | calls only at 7 µM | hit rate 0.068% among 330,000 | AID 2052;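 active means response, share of CD8 T cells binding vesicles, and their 90th percentile fluorescence all below set limits, cut at about 80% in these data, passing the limit was not always enough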
#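 Also added: QL9-peptide-loaded Drosophila micro-vesicles bearing Ld, ICAM-1 and B7-1; Test system: purified 2C TCR transgenic mouse naive CD8+ T cells; Measured by: cytometric PE anti-B7-1 and Alexa647 anti-CD8 signals after 1% paraformaldehyde fixation; Timing: binding step 1.5 h, 37 °C, antibody labelling 20 min, ice.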
# West Nile antiviral: West Nile virus antiviral activity, cell-based, CPE readout (AID 1621); West Nile virus-infected cells, CPE inhibition; higher % means a stronger effect; one-dose CPE inhibition, % at 10 µM; IC50 in µM for titrated hits; hit rate 0.02% among 290,000; in the data active means a potency from the dose series; further: strong numbers were not always called active
# Myeloid diff MLP: compounds promoting myeloid differentiation. ER-HoxA9 myeloid progenitors, lysozyme-GFP differentiation, flow cytometry. calls only at 10 µM. hit rate 1% among 360,000. AID 624256;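 active means normalized GFP-positive differentiation at or above the plate's own cutoff, the solvent-only control mean plus 3 SD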;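 further: cells exposed to compound for four days before flow analysis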
# Lipid droplet cells 6.5 µM: second read-out of Lipid droplet, no call of its own (marks repeat the call); cell count; measured here: cell count, cytotoxicity flag;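 cells counted across two imaged fields per well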
# bCat nuc transl cell count 5 µM: further read-out of bCat nuc transl, marked with its call; cell count; measured here: cell count, cytotoxicity flag
# T cell HTS vesicle-bound %: second read-out of T cell HTS, no call of its own (marks repeat the call); double positive events, %; measured here: CD8+ vesicle-bound cell fraction;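 binding gate set so that unloaded-vesicle control wells show 10% double positive cells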
# Myeloid diff MLP GFP+ MAC1+ %: second read-out of Myeloid diff MLP, no call of its own (marks repeat the call); GFP+ MAC1+ double positive, %; measured here: differentiation confirmed by MAC1 staining
# Numbers without * were called inactive; i = inactive; . = no result given.
SMILES,bCat nuc transl,Lipid droplet,T cell HTS,T cell HTS vesicle-bound %,West Nile antiviral,Myeloid diff MLP,Myeloid diff MLP GFP+ MAC1+ %,others
Cc1nc2ccccc2c(=O)n1/N=C/c1cc(Br)cc(Br)c1O,.,.,i,31.0,.,i,0.2,
CCN1CCN(C(=O)COc2ccc3oc4c(c3c2)CCCC4)CC1,.,.,i,34.6,.,i,0.5,
C[C@]12CCC3C(CC[C@H]4C[C@@H](O)CC[C@]34C)C1[C@H]1CN=N[C@H]1[C@@H]2O (stereo partly drawn),.,.,i,52.4,.,i,7.4,
COC(=O)C1=C(c2ccc(-c3ccccc3)c(F)c2)C[C@@H]2CC[C@H]1N2C(=O)N1CCCC1,.,.,i,28.3,.,i,1.9,
COC(=O)C1=C(c2cccc(Cl)c2)C[C@@H]2CC[C@H]1N2C(=O)N1CCCC1,.,.,i,32.9,.,i,1.1,
Cc1ccc(N2C(=O)NC(=O)/C(=C/c3ccoc3)C2=O)cc1,-0.4,3.8,.,.,.,i,0.4,Lipid droplet cells 6.5 µM=740;bCat nuc transl cell count 5 µM=1374
COC(=O)C1=C(c2cc3ccccc3s2)C[C@@H]2CC[C@H]1N2C(=O)N1CCC(O)CC1,.,.,i,23.5,-0.6%,i,1.4,
COc1ccc2[nH]cc(C(=O)CN(C)C)c2c1,.,.,i,21.7,1.3%,i,1.3,
COCCNC(=O)Cn1cc(C=C2C(=O)NC(=O)NC2=O)c2ccccc21,.,.,i,32.7,-0.4%,i,0.8,
CCCN1CCC[C@@H]2Cc3[nH]ncc3C[C@H]21,.,.,i,35.5,0.0%,i,1.5,

# 2 compounds drawn at random from the list so far:
SMILES,bCat nuc transl,Lipid droplet,T cell HTS,T cell HTS vesicle-bound %,West Nile antiviral,Myeloid diff MLP,Myeloid diff MLP GFP+ MAC1+ %,others
CCCN1CCC[C@@H]2Cc3[nH]ncc3C[C@H]21,.,.,i,35.5,0.0%,i,1.5,
Cc1nc2ccccc2c(=O)n1/N=C/c1cc(Br)cc(Br)c1O,.,.,i,31.0,.,i,0.2,

# Next results
SMILES,bCat nuc transl,Lipid droplet,T cell HTS,T cell HTS vesicle-bound %,West Nile antiviral,Myeloid diff MLP,Myeloid diff MLP GFP+ MAC1+ %,others
COc1ccc(CNC(=O)CCC(=O)N2C[C@H]3C[C@H](C2)c2cccc(=O)n2C3)cc1OC,.,.,i,41.7,-0.1%,i,1.3,
COC(=O)C1=C(c2ccc(S(C)(=O)=O)cc2)C[C@@H]2CC[C@H]1N2C(=O)N1CCC(O)CC1,.,.,i,23.1,0.1%,i,1.5,
O=C(CCc1ccc(O)cc1)N1C[C@H]2C[C@@H](C1)c1cccc(=O)n1C2,.,.,i,3.3,1.2%,i,1.9,
C[C@@H](N)Cc1cnc[nH]1,.,.,i,35.5,0.2%,i,0.8,
COC(=O)C1=C(c2ccc(S(C)(=O)=O)cc2)C[C@@H]2CC[C@H]1N2C(=O)NCCS(C)=O (stereo partly drawn),.,.,i,34.4,0.9%,i,1.7,
O=[N+]([O-])c1cccnc1N1CCCNCC1,.,.,i,11.4,0.2%,i,0.9,
N[C@@H](Cc1ccccc1)C(=O)N1C[C@H]2C[C@@H](C1)c1cccc(=O)n1C2,.,.,i,6.7,-0.1%,i,2.6,
CCN1C[C@@]2(COC)C3[C@@H](OC)[C@H]4[C@@H]1[C@@]3(C1C[C@H]3[C@H](OC(C)=O)C1[C@]4(OC(C)=O)C[C@H]3OC)[C@@H](OC)C[C@H]2OC(C)=O (stereo partly drawn),.,.,i,30.1,-0.8%,i,2.2,
COc1ccc(CCNCc2ccc(Br)cc2)cc1OC,.,.,i,14.3,1.2%,i,1.0,
c1ccc([C@@H]2CO2)cc1,.,.,i,22.0,0.0%,i,2.8,
O=[N+]([O-])c1ccc(O)c([N+](=O)[O-])c1,.,.,i,50.5,-0.3%,i,0.5,
COP(=O)(/C=C(\Cl)c1ccccc1)/C=C(\Cl)c1ccccc1,.,.,i,39.7,-0.2%,i,0.7,
COc1cc(C)cc2oc(=O)c(CC(=O)N3C[C@H]4C[C@@H](C3)c3cccc(=O)n3C4)c(C)c12,.,.,i,20.6,0.2%,i,3.9,
O=C(COc1ccc2ccc(=O)oc2c1)N1C[C@H]2C[C@@H](C1)c1cccc(=O)n1C2,.,.,i,24.2,-0.4%,i,2.9,
COC(=O)C1=C(c2cc3ccccc3o2)C[C@@H]2CC[C@H]1N2C(=O)N1CCC(O)CC1,.,.,i,41.2,-0.3%,i,1.7,
Cc1ccc(N=Cc2c(O)n(-c3ccc(C)cc3)c(=O)[nH]c2=O)cc1,.,.,i,3.9,0.1%,i,1.5,
CCN1C[C@]2(COC)CC[C@H](O)[C@@]34C5C[C@@H]6[C@@H](OC)C[C@@](O)(C5[C@H]6O)[C@](O)([C@@H](OC)C23)[C@@H]14 (stereo partly drawn),.,.,i,16.8,-0.5%,i,2.6,
CN1C(=O)C(O)N=C(c2ccccc2)c2ccccc21 (stereo not drawn),.,.,i,66.3,0.3%,i,0.2,
C=CC12CN(C)[C@@H]3C4CO[C@H](C[C@H]41)[C@]1(C(=O)Nc4ccccc41)[C@@H]32 (stereo partly drawn),.,.,i,26.6,-0.6%,i,2.9,
CCOc1ccc(CN2CCN(C(=O)Cc3ccccc3)CC2)cc1,.,.,i,50.1,-1.3%,i,1.1,

# Taken from above (17 entries):
SMILES,bCat nuc transl,Lipid droplet,T cell HTS,T cell HTS vesicle-bound %,West Nile antiviral,Myeloid diff MLP,Myeloid diff MLP GFP+ MAC1+ %,others
Cc1nc2ccccc2c(=O)n1/N=C/c1cc(Br)cc(Br)c1O,.,.,i,31.0,.,i,0.2,
CCN1CCN(C(=O)COc2ccc3oc4c(c3c2)CCCC4)CC1,.,.,i,34.6,.,i,0.5,
C[C@]12CCC3C(CC[C@H]4C[C@@H](O)CC[C@]34C)C1[C@H]1CN=N[C@H]1[C@@H]2O (stereo partly drawn),.,.,i,52.4,.,i,7.4,
COC(=O)C1=C(c2ccc(-c3ccccc3)c(F)c2)C[C@@H]2CC[C@H]1N2C(=O)N1CCCC1,.,.,i,28.3,.,i,1.9,
COC(=O)C1=C(c2cccc(Cl)c2)C[C@@H]2CC[C@H]1N2C(=O)N1CCCC1,.,.,i,32.9,.,i,1.1,
Cc1ccc(N2C(=O)NC(=O)/C(=C/c3ccoc3)C2=O)cc1,-0.4,3.8,.,.,.,i,0.4,Lipid droplet cells 6.5 µM=740;bCat nuc transl cell count 5 µM=1374
COC(=O)C1=C(c2cc3ccccc3s2)C[C@@H]2CC[C@H]1N2C(=O)N1CCC(O)CC1,.,.,i,23.5,-0.6%,i,1.4,
COc1ccc2[nH]cc(C(=O)CN(C)C)c2c1,.,.,i,21.7,1.3%,i,1.3,
COCCNC(=O)Cn1cc(C=C2C(=O)NC(=O)NC2=O)c2ccccc21,.,.,i,32.7,-0.4%,i,0.8,
CCCN1CCC[C@@H]2Cc3[nH]ncc3C[C@H]21,.,.,i,35.5,0.0%,i,1.5,
COc1ccc(CNC(=O)CCC(=O)N2C[C@H]3C[C@H](C2)c2cccc(=O)n2C3)cc1OC,.,.,i,41.7,-0.1%,i,1.3,
COC(=O)C1=C(c2ccc(S(C)(=O)=O)cc2)C[C@@H]2CC[C@H]1N2C(=O)N1CCC(O)CC1,.,.,i,23.1,0.1%,i,1.5,
O=C(CCc1ccc(O)cc1)N1C[C@H]2C[C@@H](C1)c1cccc(=O)n1C2,.,.,i,3.3,1.2%,i,1.9,
C[C@@H](N)Cc1cnc[nH]1,.,.,i,35.5,0.2%,i,0.8,
COC(=O)C1=C(c2ccc(S(C)(=O)=O)cc2)C[C@@H]2CC[C@H]1N2C(=O)NCCS(C)=O (stereo partly drawn),.,.,i,34.4,0.9%,i,1.7,
O=[N+]([O-])c1cccnc1N1CCCNCC1,.,.,i,11.4,0.2%,i,0.9,
N[C@@H](Cc1ccccc1)C(=O)N1C[C@H]2C[C@@H](C1)c1cccc(=O)n1C2,.,.,i,6.7,-0.1%,i,2.6,

# The results go on.
SMILES,bCat nuc transl,Lipid droplet,T cell HTS,T cell HTS vesicle-bound %,West Nile antiviral,Myeloid diff MLP,Myeloid diff MLP GFP+ MAC1+ %,others
Cc1cc(OCC(=O)NCC2CCC(C(=O)O)CC2)c2c3c(c(=O)oc2c1)CCC3 (stereo not drawn),.,.,i,3.1,-0.1%,i,1.9,
C[C@H](N)CN1CCc2ccc(Br)cc21,.,.,i,20.5,-0.4%,i,0.8,
COC(=O)C1=C(c2cc3ccccc3o2)C[C@@H]2CC[C@H]1N2C(=O)NCc1ccc(F)cc1,.,.,i,34.4,-0.8%,i,1.3,
CN1C(=O)C2C[C@@]3(Br)c4ccccc4N(OOSc4ccccc4)[C@H]3N2C(=O)[C@@H]1Cc1ccccc1 (stereo partly drawn),.,.,i,37.9,-0.9%,i,4.1,

# An excerpt; count on the stated rates, not on these rows.
